MazF activator = activators of E. coli MazEF toxin-antitoxin RNase, primary screen, biochemical, fluorescence, uHTS | Endoribonuclease toxin MazF (Escherichia coli (strain K12)), P0AE70 | FAM/BHQ RNA-DNA oligo cleavage fluorescence, 5 h | activation, % at 20 µM | 350,000 compounds, 0.32% hits; in the data active = activation above about 50%
Target sequence (P0AE70 whole entry, looked up): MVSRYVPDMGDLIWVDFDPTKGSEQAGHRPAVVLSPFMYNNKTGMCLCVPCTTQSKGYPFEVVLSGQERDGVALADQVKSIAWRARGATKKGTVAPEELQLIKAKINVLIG
GDH-TPI inh = GDH-TPI coupling enzyme inhibitors, primary screen, artefact control for M. tuberculosis FBA inhibitor project, biochemical, absorbance, full deck. GDH-TPI coupled enzyme counterscreen, NADH absorbance. inhibition, % at 4.8 µM. 360,000 compounds, 1.2% hits. AID 588335, 2011;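 also: 0% = DMSO wells and 100% = wells lacking the enzyme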
FadD28 binding = inhibitors of FadD28 bisubstrate probe binding, primary screen, biochemical, fluorescence polarization, single point | Mycobacterium tuberculosis FadD28 fatty-acid-AMP ligase | inhibition, % at 12.5 µM | 360,000 compounds, 0.22% hits; in the data active = inhibition above about 8.5%, passing the limit was not always enough; inconclusive = no clear call, values can overlap the other calls
Mtb BioA inh = M. tuberculosis BioA enzyme inhibitors, primary screen, biochemical, plate reader, single point, HTS; 7,8-diaminopelargonic acid synthase BioA (Mycobacterium tuberculosis); purified M. tuberculosis BioA enzyme; inhibition, % at 9.99 µM; 360,000 compounds, 0.096% hits; AID 602481, 2012; in the data active = inhibition above about 40%; inconclusive = no clear call, values can overlap the other calls
UGM FP inh = M. tuberculosis UGM enzyme inhibitors, primary screen, biochemical, fluorescence polarization, single point; UDP-galactopyranose mutase (Mycobacterium tuberculosis (strain ATCC 25618 / H37Rv)), …; purified UGM, fluorescence polarization probe displacement; inhibition, % at 10 µM; 320,000 compounds, 0.06% hits; in the data active = inhibition above about 10%, passing the limit was not always enough; inconclusive = no clear call, values can overlap the other calls
Target sequence (P9WIQ1 whole entry, looked up): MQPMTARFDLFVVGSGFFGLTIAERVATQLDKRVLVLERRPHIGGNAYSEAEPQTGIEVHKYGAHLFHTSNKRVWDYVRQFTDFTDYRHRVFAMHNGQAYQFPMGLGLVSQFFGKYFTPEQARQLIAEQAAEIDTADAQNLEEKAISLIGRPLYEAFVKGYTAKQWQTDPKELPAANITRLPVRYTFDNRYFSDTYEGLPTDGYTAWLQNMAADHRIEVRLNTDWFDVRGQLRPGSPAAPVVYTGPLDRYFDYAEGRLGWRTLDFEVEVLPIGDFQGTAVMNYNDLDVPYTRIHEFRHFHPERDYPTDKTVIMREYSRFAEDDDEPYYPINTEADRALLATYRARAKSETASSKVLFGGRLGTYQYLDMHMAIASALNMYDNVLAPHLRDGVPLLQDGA
VHR inh abs = VHR1 phosphatase inhibitors, primary screen, biochemical, absorbance, uHTS | 290,000 compounds, 0.52% hits | AID 1654, 2009 | recombinant VHR phosphatase, pNPP absorbance | inhibition, % at 13.3 µM | Dual specificity protein phosphatase 3 (Homo sapiens), P51452; in the data active = inhibition above about 50%; also: some compounds called inactive have numbers as strong as hits
Target sequence (P51452 whole entry, looked up): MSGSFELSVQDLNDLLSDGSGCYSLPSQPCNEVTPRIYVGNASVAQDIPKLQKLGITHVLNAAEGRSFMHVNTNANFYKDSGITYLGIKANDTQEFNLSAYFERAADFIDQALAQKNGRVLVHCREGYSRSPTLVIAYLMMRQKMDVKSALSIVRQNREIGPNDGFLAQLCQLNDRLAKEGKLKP
CCHF vOTU inh = CCHFV vOTU protease inhibitors, primary screen, biochemical, Pep-AMC substrate, fluorescence; Crimean-Congo hemorrhagic fever virus L polyprotein viral ovarian tumor (vOTU) protease …; 370,000 compounds, 0.55% hits; inhibition, % at 11.5 µM; AID 651958, 2012; also: 0% = vehicle wells with enzyme and 100% = no enzyme wells
BoNT F protease = BoNT/F light chain protease inhibitors, primary screen, biochemical, flow cytometry, MLPCN library | Botulinum neurotoxin type F light chain protease (Clostridium botulinum) | Multiplex microsphere protease cleavage assay | inhibition, % at 10 µM | 360,000 compounds, 0.22% hits | AID 588497, 2011; in the data active = inhibition above about 35%, passing the limit was not always enough; inconclusive = no clear call, values can overlap the other calls; also: plate controls were buffer without enzyme for full effect and enzyme alone for no effect
Mtb FBA inh = Mtb FBA enzyme inhibitors, primary screen, biochemical, fluorescence, strain H37Rv; Fructose-bisphosphate aldolase (Mycobacterium tuberculosis (strain ATCC 25618 / H37Rv)), …; 360,000 compounds, 2.3% hits; inhibition, % at 1 µM; purified M. tuberculosis FBA, fluorescence read-out; in the data active = inhibition above about 27%;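 also: 0% = vehicle and 100% = reference inhibitor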
Rv3671c protease = Rv3671c serine protease inhibitors, primary screen, biochemical, fluorescence polarization, M. tuberculosis H37Rv | P9WHR9 | inhibition, % at 5.96 µM | 320,000 compounds, 0.048% hits | AID 2606, 2010; in the data active = inhibition above about 38%;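 also: extracellular domain of Rv3671c used as enzyme; 0% = enzyme with DMSO and 100% = no enzyme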
An asterisk follows results filed as active; ? = inconclusive; · = not tested or not shown. Rule as the data show it, unless noted: active = inhibition above about 30%; inactive = the rest.

smiles	MazF activator	FadD28 binding	UGM FP inh	Mtb FBA inh	CCHF vOTU inh	Rv3671c protease	Mtb BioA inh	VHR inh abs	GDH-TPI inh	BoNT F protease
CC(C)CN(C(=O)COC(=O)c1ccccc1Sc1ccccc1C#N)C1CCS(=O)(=O)C1 (stereo not given)	2	-3.5	-0.9	-1	-8	-7	·	-1	7	3
Cc1nc2ccc(S(=O)(=O)Nc3cc(-c4nc5cccnc5s4)ccc3C)cc2s1	-6	-3.5	0.3	22	-1	-20	1.0	-4	6	-4
CCOC(=O)c1ccc(NC(=O)CN2C(=O)C(=O)N(CC(C)C)C2=O)cc1	7	-2.4	3.9	4	4	2	1.0	35	-9	-11
COc1ccccc1Cn1c(=S)[nH]c2cc(C(=O)N3CCCC3)ccc2c1=O	8	-0.5	1.9	0	1	14	-1.4	17	6	-14
O=C(CSc1ccccc1)N1CCN(S(=O)(=O)c2ccccc2F)CC1	0	-2.6	4.3	1	13	7	-0.2	2	-4	2
COc1ccc(C(C)(NC(C)=O)c2nc(-c3cncnc3)cs2)cc1 (stereo not given)	·	-2.1	·	1	3	·	1.6	·	12	-14
CC1CCCC(NC(=O)Cc2ccc(Br)cc2)C1C (stereo not given)	-8	-0.6	1.9	-4	-14	-2	·	16	7	-21
CSC1=C(C#N)C(c2ccc(C(C)C)cc2)CC(=O)N1 (stereo not given)	11	-0.2	1.0	1	-4	-2	-1.7	4	-15	2
COc1cccc(/C=N/NC(=O)Cn2nc(C)c([N+](=O)[O-])c2C)c1O	-2	-4.0	0.1	-4	13	-11	-1.1	-18	8	-9
COc1ccc(C(=O)NC2CC2)cc1OC1CCN(Cc2cc(C)c(C)cc2C)CC1	3	-3.6	0.1	-1	-10	0	-1.0	10	3	14
COCCn1c(SCc2ccccc2)nc2c1c(=O)[nH]c(=O)n2C	1	-1.0	-4.8	0	-4	2	-1.5	·	2	4
O=C(Nc1ccc(N2CCCC2)c(Cl)c1)c1ccc(Br)o1	17	-14	-4.5	-2	-3	-5	1.1	0	2	-15
OCc1c[nH]c(=S)n1CCOc1cccc(C(F)(F)F)c1	7	-0.7	-2.5	2	-6	-4	-0.5	23	1	-10
OC(c1ccc(F)c(F)c1)c1nc(-c2ccoc2)cs1 (stereo not given)	·	-4.2	·	-2	7	·	-0.4	·	5	-5
O=C(COC(=O)c1nc(Cl)c(Cl)c(Cl)c1Cl)c1ccc[nH]1	-8	-0.5	1.6	6	-3	1	-3.4	·	10	4
Cc1cccc2c1Sc1ccccc1CC2=O	-5	-0.9	5.6	-2	7	1	-1.3	1	2	-19
COc1cc(C2c3cc4c(cc3OC(N3CCOCC3)C2C)OCO4)cc(OC)c1OC(C)=O (stereo not given)	2	-0.3	·	4	9	·	·	·	-3	0
C=C(C)CSc1nc2ncccc2[nH]1	5	-0.6	0.0	0	6	-3	-0.9	-1	7	1
CCC1(CC)C(=O)NC(=O)NC1=S	-3	-1.0	·	-4	-13	·	0.4	·	4	1
O=C(NCCc1ccco1)C(=O)NCC1OCCCN1S(=O)(=O)c1ccccc1 (stereo not given)	5	-4.2	-0.3	0	10	-9	-0.4	26	1	13
CCOc1ccccc1NC(=O)C(CC)Sc1nc2ccncc2[nH]1 (stereo not given)	6	-2.0	-2.7	-2	12	-4	2.0	6	1	2
O=C(c1[nH]c(C(F)(F)F)nc1-c1ccccc1)N1CCN(c2ccccc2)CC1	·	-2.7	·	2	9	·	0.1	·	·	0
COc1ccc(C2Nc3ccccc3C(=O)N2c2ccccc2)cc1CN1CCOCC1 (stereo not given)	13	-1.8	-1.8	45*	-46	-2	5.9	31	9	-1
Cc1cc(C)nc(Nc2n[nH]c(COc3ccccc3)n2)n1	2	-1.6	-1.4	0	-5	2	0.6	21	-2	-2
C=CCn1c(SCC(=O)Nc2ncc(Cc3cc(C(F)(F)F)ccc3Cl)s2)nnc1-c1ccncc1	-19	-1.6	2.2	-1	6	-8	-1.9	-7	4	6
O=C(Nc1cnc2ccccc2c1)c1cccnc1	-6	-2.7	-0.4	0	4	3	35	-13	7	-7
CCc1ccc(C(=O)COC(=O)CNC(=O)c2cccs2)cc1	6	-2.3	-1.8	2	1	-5	1.3	17	2	-18
CCc1nc2c(OCc3ccc(Cl)cc3)cccn2c1N(C)C(=O)c1cccs1	·	-1.6	·	1	-13	·	-0.7	·	8	6
CS(=O)(=O)c1ccc(C2=C(CNC(=O)c3ccncc3)[C@H]3CC[C@@H](C2)N3Cc2ccco2)cc1	2	-1.9	·	-1	-1	·	-2.0	·	10	3
Cc1ccc(C(=O)NCCc2nnc3c(C(F)(F)F)cc(Cl)cn23)o1	3	-1.1	-0.6	6	-8	-5	-1.0	17	10	5
O=C(CC1Sc2ccccc2NC1=O)NNc1ccc(F)cc1 (stereo not given)	1	-1.0	·	4	-12	·	·	·	2	-1
CN(C)c1ccc(CNc2nc3ccccc3n2C)cc1	-3	-1.8	·	1	-3	·	-0.4	·	-4	-3
COc1ccc(CCNC(=O)CSc2ccc(Br)cc2)cc1OC	8	-3.4	1.8	-2	-10	6	·	-10	2	-1
CN(C)CCCC(=O)c1ccc2c(c1)OCO2	-3	-3.2	0.7	-2	1	-6	-2.0	35	3	-1
O=C(COc1ccc([N+](=O)[O-])cc1)Nc1ccc(S(=O)(=O)N2CCOCC2)cc1	4	-4.2	-1.3	-4	-7	-8	3.1	31	6	-3
CCN1CCN(C(=S)NCc2ccc(C)cc2)CC1	2	-0.4	0.6	2	-12	-3	0.2	22	5	-2
O=C(O)CCc1nn2c3ccccc3n(CCO)c2nc1=O	5	-2.9	0.6	18	-11	6	·	13	-1	0
CC1=C(C)CC(C(=O)NCCCN2CCCC2=O)C(C(=O)O)C1 (stereo not given)	1	0.1	3.0	-1	15	7	0.0	5	0	6
Cn1c(CN2CCCC2)nc2cc(NS(=O)(=O)c3ccccc3)ccc21	-2	-0.4	2.2	2	-14	-5	0.8	4	4	-13
COc1ccc(NC(=O)CC2C(=O)NCCN2C(=O)c2ccc(Cl)cc2)cc1 (stereo not given)	-1	0.0	2.4	-2	-7	5	1.6	-7	-6	-6
O=C(c1ccc2ncsc2c1)N1CCCCC1	0	-1.3	2.4	5	-6	-6	0.9	42	1	3
CCC(C)CNC(=O)c1[nH]c(C(F)(F)F)nc1-c1ccccc1 (stereo not given)	·	-0.5	·	3	2	·	-0.8	·	·	2
CC1CCCN(C(=O)Cn2nnc(-c3ccccc3F)n2)C1 (stereo not given)	8	0.7	0.4	6	-15	-4	-4.0	28	8	10
O=C(CC(=O)Nc1ccc(Cl)c(Cl)c1)N/N=C/c1ccc(O)cc1	-15	-5.2	0.4	-5	-12	-27	1.7	-7	3	2
O=C(NCC1CCCN(Cc2ccc3nonc3c2)C1)c1ccc(F)cc1 (stereo not given)	5	-1.9	-0.2	-3	-9	6	-0.4	4	8	-2
CCc1ccc(NC2=CC(=O)CC(C)(C)C2)cc1	2	-0.2	2.8	5	2	0	-0.4	24	13	2
c1ccc(N2CCN(Cc3ccnc4ccccc34)CC2)cc1	7	-0.3	1.6	10	3	-4	·	2	9	-22
CNC(=O)C1CC(=O)N(Cc2ccc3c(c2)OCO3)C(=Nc2ccc(OC)cc2)S1 (stereo not given)	-3	-1.4	-1.2	4	2	-6	-0.8	6	5	-7
O=C(NCCN1CCOCC1)c1ccc2ccccc2n1	6	2.6	-2.6	0	·	5	·	6	6	2
O=C(NCc1cccs1)c1cccc(N2CCCC2=O)c1	-13	-0.6	-1.9	2	2	0	-1.2	4	4	-6

Remaining list, next part
smiles	MazF activator	FadD28 binding	UGM FP inh	Mtb FBA inh	CCHF vOTU inh	Rv3671c protease	Mtb BioA inh	VHR inh abs	GDH-TPI inh	BoNT F protease
Cc1ccc(SCCC(=O)Nc2ccccc2C(=O)N2CCOCC2)cc1	10	-0.7	1.8	0	-18	-3	1.4	-5	6	-2
CCn1cnnc1SCC(=O)Nc1ccccc1C(=O)NC1CC1	10	0.1	0.5	5	20	2	-4.7	·	13	4
Cc1[nH]n(-c2ccccc2)c(=O)c1C(C[N+](=O)[O-])c1ccccc1Cl (stereo not given)	-11	-2.1	-1.7	0	0	-18	-0.1	34	-2	-2
CCN(CC(=O)Nc1ccc2c(c1)OCCO2)C(=O)C(C)Oc1ccc(F)cc1 (stereo not given)	4	-2.2	·	2	20	·	-1.5	·	4	3
O=S(=O)(Nc1cccc2ncccc12)c1cccs1	-6	0.2	-2.5	3	·	-15	-0.9	13	21	?
Cc1ccc(O)c(CNc2ccc(S(=O)(=O)Nc3nccs3)cc2)c1	-6	-0.2	0.7	-1	4	-5	0.5	13	5	-1
Cc1ccsc1CN(C)C(=O)C(NC(=O)c1cccc(S(=O)(=O)N2CCOCC2)c1)C(C)C (stereo not given)	0	-4.2	-1.9	-1	-4	1	-0.7	·	-6	2
CCc1ccc(/C=C/C(=O)c2cc(Br)ccc(=O)c2O)cc1	-11	-1.0	0.2	-6	14	16	0.0	17	16	-19
